# Screening results: PubChem, National Center for Advancing Translational Sciences (NCATS)
# Giardia FBPA inh: qHTS Assay for Inhibitors of Fructose-1,6-bisphosphate Aldolase from Giardia Lamblia; A8B2U2; purified Giardia FBPA; Potency, µM (highest dose often 59.6 µM), for inactives: at the highest dose activity, negative = inhibition, most hits filed as inhibitors; hit rate 0.71% among 290,000; AID 2451, 2010; note: potency is the fitted concentration of half-maximal effect; % is set by controls: 0 for no effect and ±100 for the full control effect; nearly all actives have a fitted effect of over 55% in size
# Target sequence (A8B2U2 whole entry, looked up): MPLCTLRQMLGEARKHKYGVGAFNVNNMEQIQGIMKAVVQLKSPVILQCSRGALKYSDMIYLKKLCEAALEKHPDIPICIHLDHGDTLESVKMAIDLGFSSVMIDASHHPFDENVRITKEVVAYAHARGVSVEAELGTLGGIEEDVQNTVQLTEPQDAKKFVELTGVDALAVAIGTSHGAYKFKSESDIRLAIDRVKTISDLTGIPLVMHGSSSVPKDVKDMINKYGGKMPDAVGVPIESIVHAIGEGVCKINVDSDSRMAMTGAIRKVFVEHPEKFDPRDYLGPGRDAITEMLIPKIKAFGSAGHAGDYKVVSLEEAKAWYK
#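 Giardia FBPA (40 nM reagent) was preincubated 10 min at RT with compound (up to 57.5 uM final), then substrate plus GAPDH/TPI/NAD/arsenate coupling system with diaphorase/resazurin was added; resorufin fluorescence (525/598 nm) was read after 20 min.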
# CHX counter: Cycloheximide Counterscreen for Small Molecule Inhibitors of Shiga Toxin | cell reporter, cycloheximide protein synthesis inhibition counterscreen | max response, % | hit rate 12% among 300,000; in the data active = max response mostly above about 13%, no sharp cut-off; inactive = mostly below about 14%; note: read at 38.3 µM for the half of the compounds with a filed dose; 0% is about no effect
# Shiga inhibitor: A qHTS for Small Molecule Inhibitors of Shiga Toxin. Vero cells, Shiga toxin protein synthesis inhibition reporter. inhibition, % at 38.7 µM. hit rate 9.2% among 290,000. AID 2315, 2010; in the data active = inhibition mostly above about 28%, no sharp cut-off; inactive = mostly below about 43%; note: 0% is about no effect
# Pf growth 96h: Primary qHTS for delayed death inhibitors of the malarial parasite plastid, 96 hour incubation; P. falciparum luciferase reporter growth, 96 h; Potency, µM (series often up to 28.7 µM), for inactives: at the highest dose activity change, negative = inhibition, usual class: inhibitors; hit rate 6.9% among 320,000; AID 504834, 2011; note: potency is the fitted concentration of half-maximal effect; % is set by controls: 0 for no effect and ±100 for the full control effect
#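 Parasite growth measured via integrated firefly luciferase reporter in P. falciparum. Infected erythrocytes at 2% hematocrit, 0.05% parasitemia final were treated 96 hours at 37 C under 5% CO2, and luminescence was read.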
# Pf growth 48h: Primary qHTS for delayed death inhibitors of the malarial parasite plastid, 48 hour incubation | P. falciparum luciferase growth in erythrocytes, 48 h | Potency, µM (doses to about 28.7 µM), inactives show at the top dose activity change, negative = inhibition, actives largely listed as inhibitors | hit rate 5.9% among 310,000; note: potency is the fitted concentration of half-maximal effect; % is set by controls: 0 for no effect and ±100 for the full control effect
#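 Growth was read as firefly luciferase luminescence after a 48 h, 37 C, 5% CO2 exposure of compounds to reporter-bearing P. falciparum cultures (0.1% parasitemia, 2% hematocrit final) in Albumax-supplemented RPMI 1640.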
# Sm TGR block: qHTS Assay for the Inhibitors of Schistosoma Mansoni Peroxiredoxins | AID 485364, 2010 | Schistosoma mansoni thioredoxin glutathione reductase (TGR), Q962Y6 | hit rate 3% among 360,000 | Potency, µM (doses to about 114 µM), for inactives: at the top dose activity change, negative = inhibition, actives largely listed as inhibitors | purified TGR, DTNB reduction, TNB absorbance 405 nm; note: potency is the fitted concentration of half-maximal effect; % is set by controls: 0 for no effect and ±100 for the full control effect; nearly all actives have a fitted effect of over 60% in size
#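 Kinetic colorimetric format: TGR-catalysed, NADPH-driven DTNB reduction monitored via TNB absorbance. Enzyme dispensed at 20 nM; compound exposure 15 min at room temperature before reaction start.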
# * = called active by the depositor; i = inactive; ? = inconclusive; / = no result given; [ ] = dose if it differs, or a comment. Unless noted, calls come from the whole dose curve; as a rule, active = well fitted curve in the direction sought with a large enough effect; inconclusive = small, poorly fitted or top-dose-only effect, or another doubt; inactive = no such curve, though single readings can be large; an effect the other way counts as inactive or inconclusive. An unsorted share of the library. Share with any hit: about 24%.
no.	Molecule	Giardia FBPA inh	CHX counter	Shiga inhibitor	Pf growth 96h	Pf growth 48h	Sm TGR block
1	O=C(COC(=O)Cc1c(Cl)cccc1Cl)Nc1ccc2[nH]c(=O)[nH]c2c1	/	/	/	-2.7%	-8.2%	-7.2%
2	CCOC(=O)C/C(N)=N/NC(=O)c1ccc(Cl)cc1Cl	5.0%	-2.9	13.8	14.7%	21.8%	2.3%
3	C#CCOCCOCCOCCNc1nc(N2CCN(C(=O)[C@H](CCC(=O)O)n3cc(C(N)CO)nn3)CC2)nc(N2CCN(C(=O)[C@H](Cc3cc4ccccc4[nH]3)n3cc(C(N)[C@H](C)CC)nn3)CC2)n1 (some centres not stated)	-17.3%	5.1	5.9	14.5%	13.7%	-17.8%
4	Cc1occc1C(=O)N/N=C/c1ccccn1	0.0%	38.1*	75.0*	30.5%[activator]	?	0.0%
5	CC(=O)c1cc(F)c(N2CCN(C(=O)Cc3ccccc3)CC2)cc1C	20.3%	-4.0	-3.9	6.5%	?	28.2µM*
6	COc1cccc(CN(C)CC(=O)Nc2c(C)cccc2C(C)C)c1	9.1%	-4.5	-7.8	?	-12.1%	1.1%
7	CC1=C(C(=O)OC(C)C)C(c2cccnc2)C2=C(CC(C)(C)CC2=O)N1 (configuration not stated)	1.2%	-1.6	-3.3	8.7%	-7.8%	-18.4%
8	O=[N+]([O-])c1cc([N+](=O)[O-])c(Oc2ccc(F)cc2F)cc1NN1CCCCC1	11.7%	-1.8	-5.9	?	2.1%	0.0%
9	Cc1ccc2cc(C(c3nnnn3C3CCCC3)N3CCOCC3)c(=O)[nH]c2c1C (configuration not stated)	-4.4%	-5.3	-5.5	0.4%	?	4.9%
10	CCCn1c(=S)[nH]c2sc3c(c2c1=O)CCCC3	/	-6.3	15.3	-1.1%	17.0%	2.4%
11	COc1ccc(CN2CCN(C(=O)CC(C)C)CC2)c(OC)c1OC	?	11.6	-0.8	47.9%[activator]	31.9%[activator]	1.2%
12	CC(C)(C)c1ccc(OCCNC(=S)NC(=O)c2cccnc2)cc1	0.0%	1.7	21.9	-5.6%	?	-14.1%
13	CC1CN(C(=O)CCC(=O)N2CCN(c3cccc(C(F)(F)F)c3)CC2)c2ccccc2O1 (configuration not stated)	/	-3.8	-10.1	24.6%	?	7.8%
14	CCOC(=O)CN(C(=O)CN1CCOCC1)c1ccc(Br)cc1	6.4%	-2.8	-9.5	-0.8%	/	0.0%[11.4 µM]
15	O=C(O)CCNC(=O)c1ccc(Br)o1	-8.9%	-1.0	-3.6	5.9%	?	-0.5%
16	Cc1ccsc1C(=O)Nc1ccc(F)c([N+](=O)[O-])c1	-2.7%	34.9*	52.8*	-4.9%	-15.8%	-8.9%
17	O=C(NCCN1CCOCC1)c1cc(S(=O)(=O)Nc2ccccc2F)c(Cl)cc1Cl	-12.8%	-1.0	-3.4	-0.7%	87.6%[activator]	1.9%
18	COC(=O)c1sc(NC(=O)COc2ccccc2)nc1C	4.3%	23.0*	27.8	?	/	-1.3%
19	CC(C)(C)c1ccccc1NC(=O)Cn1c(=O)cnc2ccccc21	1.4%	-1.5	-5.2	69.6%[activator]	-3.0%	2.7%
20	O=C(Nn1c(C2CCCCC2)nc2ccccc2c1=O)c1ccc(Cl)c([N+](=O)[O-])c1	4.9%	-3.4	8.1	/	7.3%	2.6%
21	CN(Cc1ccccc1)C(=O)c1cc(-c2ccc(Br)cc2)on1	-1.3%	20.7*	68.9*	?	15.3%	-8.9%
22	CC(=O)N[C@@H](CC(C)C)C(=O)N[C@@H](CCCNC(=N)N)C(=O)N[C@@H](Cc1cnc[nH]1)C(=O)N[C@@H](Cc1ccc(O)cc1)C(=O)N[C@@H](CC(C)C)C(=O)N[C@@H](CC(N)=O)C(=O)N[C@@H](CC(C)C)C(=O)N[C@@H](CC(C)C)C(=O)N[C@H](C(=O)N[C@@H](CCCNC(=N)N)C(=O)N[C@@H](CCC(N)=O)C(=O)N[C@@H](CCCNC(=N)N)C(=O)N[C@@H](Cc1ccc(O)cc1)C(N)=O)[C@@H](C)O	0.0%	-2.8	9.9	/	/	/
23	COc1ccccc1NC(=O)CSc1nnc(-c2ccco2)o1	-2.4%	-0.2	21.8	114.6%[activator]	31.9%[activator]	3.8%
24	O=C(COc1ccccc1Br)c1ccc(O)cc1O	15.6%	14.7	56.3	20.0%	31.0%[activator]	5.6%
25	N/C(Cc1cccc2ccccc12)=N\O	4.6%	-2.3	10.5	14.2%	16.1%	18.0%
26	CCCCCCCCCCOC(=O)Cn1c(COc2cccc(C)c2)[n+](C)c2ccccc21	-15.9%	-3.9	/	5.22µM*	?	9.8%
27	S=C(NCCc1ccc(Cl)cc1)Nc1ccc(Cl)cc1Cl	-0.3%	13.5*	14.7	20.9%	?	-4.1%
28	O=C1c2ccccc2C(=O)N1CCCc1nc2ccccc2c(=O)n1Cc1ccco1	-5.7%	-2.5	1.1	?	7.8%	-21.0%
29	CCC(C)c1ccc(NC(=O)c2cnn3c(C(F)F)cc(C)nc23)cc1 (configuration not stated)	0.1%	-2.9	-2.7	116.7%[activator]	?	5.7%
30	O=C(COC(=O)c1cccs1)Nc1nnc(-c2ccccc2)o1	/	/	/	-8.4%	-1.6%	7.1%
31	COC(=O)c1ccc(NC(=O)C2CCCN2S(=O)(=O)c2ccc(C)cc2)cc1 (configuration not stated)	2.3%	-3.8	-16.0	3.0%	-11.9%	-4.9%
32	O=C(CSc1n[nH]c(=O)n1C1CC1)c1ccc(F)cc1	-2.0%	13.5*	17.5	42.9%[activator]	31.3%[activator]	0.4%
33	COC(=O)CC1C(=O)NCCN1C(=S)Nc1cccc(C(F)(F)F)c1 (configuration not stated)	-0.4%	-0.9	-8.9	-1.8%	16.2%	-6.7%
34	O=C(CN1C(=O)NC2(CCCC2)C1=O)OCc1cccc(Br)c1	/	/	/	15.1%	-9.4%	-1.8%
35	C=C1CCN([C@@H](C)C(=O)NCCCCCC)S(=O)(=O)c2ccccc21	-5.0%	-4.8	-7.8	-37.3%	-10.0%	6.6%
36	COC(=O)c1sc(NC(=O)c2c(OC)cccc2OC)c(C#N)c1C	2.7%	5.6	2.5	i	42.8%[activator]	17.2%

# Just Giardia FBPA inh (2 entries from above):
cpd | Molecule | Giardia FBPA inh
33 | COC(=O)CC1C(=O)NCCN1C(=S)Nc1cccc(C(F)(F)F)c1 (configuration not stated) | -0.4%
4 | Cc1occc1C(=O)N/N=C/c1ccccn1 | 0.0%

# New compounds follow
no.	Molecule	Giardia FBPA inh	CHX counter	Shiga inhibitor	Pf growth 96h	Pf growth 48h	Sm TGR block
37	O=C(CSc1nnc(CNC(=O)c2ccccc2)o1)NCCc1ccccc1	/	13.6	21.6	?	21.1%	-4.4%
38	COc1ccc(/C=C2\N=C(c3ccccc3)NNC2=O)cc1	8.4%	-1.3	-9.8	0.0%	-2.9%	-7.7%
39	S=c1nn[nH]n1C12CC3CC(CC(C3)C1)C2	22.3%	-3.9	-19.4	/	4.0%	-6.5%
40	Cc1cccc(NS(=O)(=O)c2ccc(C(=O)NCCCN3CCOCC3)cc2)c1C	/	0.9	10.6	-14.6%	4.3%	-2.6%
41	COc1ccc(CCc2nnc(CCC(=O)NCc3cc(C(C)C)no3)o2)cc1	1.0%	34.9*	79.9*	?	15.5%	-2.7%[57.1 µM]
42	COc1cccc(/C=C/C(=O)OCC(=O)NCCNC(=O)COC(=O)/C=C/c2cccc(OC)c2)c1	/	/	/	3.6%	0.3%	4.5%
43	c1ccc(Cn2c(NCc3ccco3)nc3ccccc32)cc1	5.2%	10.7	14.1	?	?	-0.9%
44	COC(=O)c1cc(NC(=S)NC(=O)c2ccccc2)ccc1N1CCOCC1	/	-1.2	-4.7	0.8%	86.0%[activator]	25.1µM*
45	COC(=O)CCCCCCCCC(O)C[N+]1(C)CCOCC1 (configuration not stated)	3.4%	1.3	-2.4	12.7%	-8.8%	9.2%
46	CCCCn1c(=O)n(CC(O)c2ccccc2)c(=O)c2c1ncn2C1CCCC1 (configuration not stated)	0.8%	3.9	-14.7	?	2.94µM*	21.4%
47	COc1ccc(C(=O)OCC(=O)NCC2CCCO2)cc1 (configuration not stated)	-4.7%	2.6	-2.6	7.7%	0.0%	13.4%
48	O=C(Cc1cn2ccsc2n1)Nc1ccccc1Oc1ccccc1	4.7%	-7.7	-11.9	11.4%	-9.9%	-11.4%
49	CCCC[C@@H]1CNCCN1CCc1cc(C(F)(F)F)cc(C(F)(F)F)c1	/	/	/	?	?	-26.8%
50	CCOc1ccc(NC(=O)CCC(=O)N/N=C(\C)c2cccs2)cc1	/	1.8	20.6	13.7%	14.6%	31.2%[activator]
51	Cc1ccc(N/N=C(\C#N)C(=N)N2CCCCCC2)cc1	3.4%	37.3*	94.0*	?	403.3%[activator]	-6.5%
52	O=C(Cn1nc(C(=O)O)c2ccccc2c1=O)Nc1cc(Cl)ccc1-n1cncn1	/	/	/	-13.2%	10.4%	-12.1%
53	CCOC(=O)c1sc(NC(=O)CSc2n[nH]c(CC(C)C)n2)nc1C	-0.3%	-2.6	-18.1	?	3.5%	-13.2%
54	CC(C)N(Cc1cc2ccccc2[nH]c1=O)C(=O)c1ccco1	-10.7%	5.1	-4.4	-8.0%	47.9%[activator]	28.2µM*
55	Cc1cccc(C(=O)Nc2cccc(NC(=O)c3ccccc3)c2)c1	-3.5%	9.0	12.2	?	50.6%[activator]	-5.0%
56	Cc1ccc(C(=O)NC(C(=O)Nc2ccccc2)c2ccccc2)cc1 (configuration not stated)	5.5%	6.7	-0.3	-6.6%	9.28µM*	23.3%
57	Cc1ccc(-c2nnc3sc(CCc4ccccc4)nn23)cc1	0.2%	18.7*	47.5*	65.1%[activator]	?	0.0%
58	Cc1ccccc1-n1c(Cn2c(=O)sc3ccccc32)nnc1SCC(=O)Nc1nccs1	-0.3%	-2.4	1.7	?	-17.8%	-0.6%
59	Cc1nc2c(-c3ccc(Cl)cc3)cnn2c2c1CCC2	-4.0%	34.6*	67.7*	129.1%[activator]	394.2%[activator]	4.6%
60	CN(C)C1=C(Cl)C(=O)N(c2ccc(Cl)c(Cl)c2)C1=O	5.7%	1.3	0.8	-0.9%	133.9%[activator]	-1.1%
61	CC1(C)OC(=O)C(=CNC(=O)c2c(F)cccc2F)C(=O)O1	-10.5%	-2.6	-3.3	?	10.7%	-32.3%
62	O=C(CNC(=O)c1ccc(Br)cc1)N/N=C/c1cccnc1	/	8.2	-0.9	?	32.1%[activator]	10.0%
63	CCc1nnc(NC(=O)C2CCCN2S(=O)(=O)c2ccc(C)cc2)s1 (configuration not stated)	-5.9%	-2.2	11.9	?	?	1.1%
64	COc1ccc(C(C#N)N2N=C(C)CC2c2ccccc2)cc1 (configuration not stated)	-20.8%	1.5	-3.3	-6.5%	/	-35.6%
65	C[C@@H](O)C(C(=O)N1CCNCC1)n1cc([C@@H](N)CCCCN)nn1 (some centres not stated)	/	/	/	62.2%[activator]	-25.9%	?
66	COc1cccc(Cn2nnc(C(=O)Nc3ccc(C)cc3)c2N)c1	6.9%	21.0	39.9	-2.9%	/	8.0%
67	O=C(COc1ccc(-c2ccccc2)cc1)NNC(=O)NC1CCCCC1	4.9%	-1.4	-4.0	20.1%	?	0.3%
